CHRM4 agonist: CHRM4 agonism in calcium assay. CHO-K1 hM4/Gqi5, Fluo-8 calcium fluorescence; vehicle 0%, full acetylcholine response 100%. activation, % at 3 µM. hit rate 0.14% among 360,000. AID 624127;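 active = activation above the run mean over all test wells plus 3 SD, cut at about 32% in these data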;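 note: peak over basal fluorescence ratio per well then scaled between controls; 0% = DMSO wells and 100% = acetylcholine at EC100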
Target sequence (P08173 whole entry, looked up): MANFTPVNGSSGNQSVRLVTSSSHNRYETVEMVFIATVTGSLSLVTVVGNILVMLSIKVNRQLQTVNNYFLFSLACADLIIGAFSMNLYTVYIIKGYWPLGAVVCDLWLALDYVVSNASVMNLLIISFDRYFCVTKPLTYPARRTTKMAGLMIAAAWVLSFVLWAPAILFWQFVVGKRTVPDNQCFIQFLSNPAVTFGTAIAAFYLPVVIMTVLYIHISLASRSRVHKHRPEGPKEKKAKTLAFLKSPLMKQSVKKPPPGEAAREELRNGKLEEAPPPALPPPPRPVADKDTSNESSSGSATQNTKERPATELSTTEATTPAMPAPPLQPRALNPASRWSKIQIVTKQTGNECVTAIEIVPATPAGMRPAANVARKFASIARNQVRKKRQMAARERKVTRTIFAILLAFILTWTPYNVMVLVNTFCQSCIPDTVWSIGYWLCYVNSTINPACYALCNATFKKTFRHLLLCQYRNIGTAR
CHO-K1 Ca antag: nonselective inhibitor or artifact in parental CHO-K1 cells | ATP-induced calcium, Fluo-8 fluorescence | inhibition, % at 3 µM | hit rate 0.6% among 360,000;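 active = inhibition above a per-plate cutoff, the plate's mean sample inhibition plus 3 SD, cut at about 24% in these data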;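 note: 0% = DMSO plus EC80 ATP and 100% = DMSO alone without ATP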
CHRM5 agonist: CHRM5 agonism in calcium assay; P08912; CHO-K1 hM5 cells, Fluo-8 calcium fluorescence; 0% DMSO wells, 100% maximal acetylcholine response; activation, % at 3 µM; hit rate 0.19% among 360,000;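 active = activation above the run's mean over test compounds plus 3 SD, cut at about 23% in these data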;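 note: signal is peak over basal fluorescence ratio across the kinetic read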
Target sequence (P08912 whole entry, looked up): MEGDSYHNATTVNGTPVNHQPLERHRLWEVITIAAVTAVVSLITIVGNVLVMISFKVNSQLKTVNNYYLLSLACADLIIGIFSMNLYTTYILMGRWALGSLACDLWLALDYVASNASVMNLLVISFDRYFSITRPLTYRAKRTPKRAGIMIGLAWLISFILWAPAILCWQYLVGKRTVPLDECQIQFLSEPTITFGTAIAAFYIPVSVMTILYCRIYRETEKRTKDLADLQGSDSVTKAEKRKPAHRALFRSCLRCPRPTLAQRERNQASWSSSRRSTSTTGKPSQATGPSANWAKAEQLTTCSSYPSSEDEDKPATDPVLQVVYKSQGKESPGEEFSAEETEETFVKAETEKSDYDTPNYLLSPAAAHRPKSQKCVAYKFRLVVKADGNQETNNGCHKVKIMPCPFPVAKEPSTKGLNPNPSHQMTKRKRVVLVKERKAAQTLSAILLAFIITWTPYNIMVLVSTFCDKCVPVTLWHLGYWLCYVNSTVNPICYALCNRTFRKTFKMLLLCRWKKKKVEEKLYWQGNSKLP
M4 PAM: CHRM4 positive allosteric modulation; CHO-K1 hM4/Gqi5, Fluo-8 calcium fluorescence, ACh EC20; 0% = ACh EC20, 100% = maximal ACh; activation, % at 3 µM; P08173; hit rate 0.4% among 360,000;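 active = activation above its plate's cutoff, the mean activation of sample wells plus 3 SD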; note: some results filed as inactive read as strong as hits
CHO-K1 Ca PAM: nonselective activator or artifact in parental CHO-K1 calcium assay | AID 602247 | hit rate 0.02% among 360,000 | ATP EC20, Fluo-8 calcium fluorescence; 0% at ATP EC20, 100% at ATP max | activation, % at 3 µM;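 active = activation above the run cutoff, the mean activation of all test compounds plus 3 SD, cut at about 40% in these data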;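 note: peak over basal fluorescence ratio in a 140 s read after ATP addition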
M5 PAM: potentiates acetylcholine response at human M5 receptor; CHO-K1 hM5, Fluo-8 calcium, ACh EC20 PAM; 0% = ACh EC20, 100% = ACh EC100; P08912; activation, % at 3 µM; hit rate 0.3% among 360,000;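 active = activation above the run cutoff, the mean activation of all test compounds plus 3 SD, cut at about 18% in these data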
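System: CHO-K1 cell line with stable human muscarinic M5 receptor expression | Also added: EC20 acetylcholine as agonist stimulus | Compound: One concentration, 3 µM final (nominal) | Timing: Fluo-8 loading 80 min at 37 °C plus 30 min room temperature | Measured by: Fluo-8 calcium dye fluorescence, kinetic read | Read-out basis: % activation, ACh-normalized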
M1 ag parental: counter-screen for M1 agonists: effect in parental CHO-K1 cells | hit rate 0.48% among 360,000 | activation, % at 3 µM | Fluo-8 calcium fluorescence; scaled to maximal ATP response, vehicle zero; in the data active = activation above about 15%;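 note: untransfected CHO-K1 host cells lacking M1 receptor as counterscreen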
M4 antag: antagonists of human muscarinic M4 receptor (CHRM4) | CHO-hM4 cells, ACh EC80, Fluo-8 calcium fluorescence | inhibition, % at 3 µM | hit rate 0.73% among 360,000;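 active = inhibition above its plate's cutoff, the mean inhibition of sample wells plus 3 SD, cut at about 27% in these data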;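 note: 0% = acetylcholine EC80 with DMSO and 100% = DMSO without agonist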
M5 antag: blocks acetylcholine activation of human M5 receptor | P08912 | CHO-hM5 cells, Fluo-8 calcium fluorescence, ACh EC80 | inhibition, % at 3 µM | hit rate 0.59% among 360,000 | AID 624040;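 active = inhibition above a per-plate cutoff, the mean of that plate's test compounds plus 3 SD, cut at about 27% in these data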;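 note: 0% = acetylcholine EC80 with DMSO and 100% = DMSO without agonist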
* = called active by the depositor; . = no result given.

structure	CHRM4 agonist	CHO-K1 Ca antag	CHRM5 agonist	M4 PAM	CHO-K1 Ca PAM	M5 PAM	M1 ag parental	M4 antag	M5 antag
Cc1[nH]nc2nc(SCC(=O)NCCC3=CCCCC3)n(-c3ccc(Br)cc3)c(=N)c12	8	-11	-4	-6	-23	-8	1.9	2	16
COCCCNC(=S)Nc1ccccc1C	1	-7	0	0	21	-2	0.4	5	-4
Cc1cccc(C(=O)NCC(=O)OCC(=O)N(C)CC(=O)Nc2ccccc2Cl)c1	2	-12	0	4	9	4	0.7	8	10
CC1=C(C(=O)Nc2cccnc2)C(c2cccnc2)n2nc(-c3cccs3)nc2N1 (configuration not stated)	1	9	1	18	6	4	0.0	-3	-1
Cc1cccnc1Nc1nc(-c2ccc(O)cc2O)cs1	0	0	-3	1	1	-8	-0.3	-6	-3
CCN(CC)CCCNC(=O)/C(=C\c1cccn1C)NC(=O)c1cccs1	1	-8	2	4	16	0	1.0	-6	-1
O=C(Oc1ccc2ccc(=O)oc2c1)c1cccs1	0	-1	-3	0	6	-5	-0.5	-9	-7
COc1cc(C#Cc2c(-c3cncn3C)n(C)c3ccc(-c4ccc(CN5CCOCC5)cc4)cc23)cc(OC)c1	5	-9	-2	-10	1	-5	0.1	30*	7
CCOc1ccc(OCc2ccc(C(=O)N3CCOCC3)cc2)cc1	3	-9	2	1	16	-1	2.1	-7	-2
CC(C)(C)c1ccc(OCCC(=O)OCC(=O)NC(=O)NC2CCCC2)cc1	2	-8	0	16	-13	8	0.9	-8	1
O=C(CSc1n[nH]c(-c2ccccc2O)n1)N1CCCc2ccccc21	5	-4	-8	1	5	-8	1.9	3	2
COc1ccc(NC(=O)CSc2nnc3ccc(-c4ccccn4)nn23)cc1OC	2	-16	4	15	17	-1	2.7	-23	-4
CCOc1ccc(CC(=O)C2C(=O)CCCC2=O)cc1OCC	0	-19	0	8	18	-1	0.5	-2	10
CC(C(=O)Nc1cccc([N+](=O)[O-])c1)N1C(=O)NC2(CCCC2)C1=O (configuration not stated)	0	-4	-2	0	-25	1	0.8	-4	12
CN(C)CCCNc1oc(-c2ccccc2Cl)nc1S(=O)(=O)c1ccccc1	2	-7	-4	2	-8	4	2.0	-20	-4
O=C(O)c1cccnc1Cl	1	-10	1	4	24	-4	0.3	-1	1
CCOC(=O)Cn1nc(C)cc1NC(=O)c1cccnc1	3	-11	3	1	-3	8	0.3	-2	1
CC(C)c1ccc(NC(=O)COC(=O)[C@@H]2CCCN2C(=O)c2cccs2)cc1	9	-14	-3	-2	14	-12	2.7	-7	7
Cn1c(SCc2nnc3n2CCCCC3)nc2ccccc21	1	-16	-2	6	1	-2	0.2	1	-2
Cc1cccc(NC(=O)[C@@H]2CCCN2C2=NS(=O)(=O)c3ccccc32)c1C	1	-23	4	7	15	1	1.4	-5	-3
COC(=O)c1cc(NCc2ccccc2F)ccc1N1CCOCC1	1	-1	-1	5	19	-1	0.2	0	-5
CCC(=O)N=c1sc2c(C)cc(C)cc2n1CC(=O)OC	0	3	-1	10	6	-7	-0.5	-18	6
Cc1cc(C)c2c(=O)[nH]c(SCc3ccccc3C)nc2n1	2	2	-3	1	21	1	3.7	-4	2
Cc1ccccc1CNS(=O)(=O)c1csc(C(N)=O)c1	1	-2	1	-6	-7	-1	1.0	-4	-1
COc1cc(C2Nc3ccc4ccccc4c3C3=C2C(=O)CC(C)(C)C3)ccc1OC(C)C(=O)O (configuration not stated)	0	-2	-3	-1	-4	-6	0.0	8	5
Cc1noc(C(=O)NC2CCCCC2)c1Cl	-1	-12	0	9	-1	9	0.0	7	4
O=C(CN(C(=O)c1csnn1)c1ccc(Br)cc1)NC1CCCC1	1	-10	-1	-4	21	6	1.4	-2	9
COC(=O)N/N=C\c1cc(Br)ccc1OCc1ccccc1	6	2	-3	-9	1	-13	4.0	4	5
CC1Cc2ccccc2N1S(=O)(=O)c1ccc2c(c1)n(C)c(=O)c(=O)n2C (configuration not stated)	0	-10	4	-2	3	4	-0.2	13	-6
COc1ccc(/C=N/NC(=O)c2cccnc2)cc1O	1	10	1	3	-12	12	0.1	-8	-5
Cc1ccc(NCc2n[nH]c(=S)n2Cc2ccccc2)cc1Cl	1	-17	-2	7	15	-2	1.7	-2	5
COc1ccc(N(CC(=O)NCCSc2ccccn2)S(C)(=O)=O)cc1	2	4	0	-1	-1	-7	0.1	-2	9
COc1ccc(CNC(=O)COc2cccnc2[N+](=O)[O-])cc1OC	0	-11	-3	-1	5	2	0.2	-11	7
Cn1c(CSc2nnc(SCc3ccccc3)s2)nc2ccccc21	1	-5	-5	-7	17	1	2.4	8	-9
O=C(COC(=O)CSc1ccccc1)NCCNC(=O)COC(=O)CSc1ccccc1	5	5	0	-3	3	-5	1.6	10	9
N#Cc1c2n(cnc1=O)CCCCC2	1	-6	-1	8	19	2	0.1	5	2
Cn1c(C(=O)N2CCN(c3ccc([N+](=O)[O-])cc3)CC2)cc2c(=O)[nH]c3ccccc3c21	-1	-4	3	12	-2	12	-0.8	-2	-3
CCOC(=O)c1sc2nc(C)nc(N3CCN(c4ncccn4)CC3)c2c1C	1	-5	1	-7	16	-2	0.6	11	3
O=C(NCCc1cccs1)c1ccc(CS(=O)Cc2ccc(Cl)cc2)o1 (configuration not stated)	2	-15	-5	-2	22	-9	0.5	0	11
NC(=O)c1ccccc1N=Cc1ccc2ccccc2c1	2	-1	1	-2	16	-1	1.7	6	3
Cc1cc(C2=NNC(=NC3CCCCC3)SC2)c(C)n1-c1c(C)n(C)n(-c2ccccc2)c1=O	0	5	2	-6	-2	-2	0.0	7	10
Cc1cccc(NC(=O)CS(=O)(=O)c2cn(C)c3ccccc23)c1	6	16	2	0	-5	-2	0.9	-14	3
COc1cccc(N(C(=O)c2nc3nccc(C)n3n2)c2nc3ccccc3s2)c1	3	20	-5	-1	-4	9	0.2	-7	-4
Cc1ccc(C(C)C)cc1OCCOCCN1CCCC1	1	-5	-13	-13	17	0	1.2	18	1
COc1ccc(S(=O)(=O)NCCSc2ccc(Cl)cc2)cc1OC	7	-8	6	1	-1	-11	13	-8	-2
Cn1cnc(S(=O)(=O)N2C[C@@H](O)COC[C@@H]3O[C@H](CC(=O)NC4CCC4)CC[C@H]32)c1	1	.	1	12	.	-1	.	-20	-3
COc1ccc(CC(=O)N/N=C/c2c(C)n(C)c3ccccc23)cc1OC	2	4	-1	-1	-10	0	-0.1	-13	4
CC1CCN(CCCNC(=O)C2CC(=O)N(C3CCCCCC3)C2)CC1 (configuration not stated)	0	8	-3	-7	-4	1	-0.4	-4	1
CCCCNC(=O)Nc1nc2ccccc2s1	1	-8	1	1	4	-5	1.8	5	6
Cc1c(-c2nc(-c3cccnc3)no2)cccc1[N+](=O)[O-]	2	-9	3	-8	17	2	1.6	1	-1

Continuation.
structure	CHRM4 agonist	CHO-K1 Ca antag	CHRM5 agonist	M4 PAM	CHO-K1 Ca PAM	M5 PAM	M1 ag parental	M4 antag	M5 antag
CS(=O)(=O)N1CCCC(C(=O)NC2CCCCCCC2)C1 (configuration not stated)	2	-22	2	3	16	6	0.5	0	-6
Cc1cc(-c2ccccc2)nc(N2CCC(C(=O)NC34CC5CC(CC(C5)C3)C4)CC2)n1	-1	-6	-6	-3	11	-4	-0.2	0	8
CNc1cccc2c1C(=O)c1ccccc1C2=O	0	-5	-1	3	-7	6	0.4	3	13
CC(C)(C)c1ccc(C(=O)N2CCCN(c3ccc([N+](=O)[O-])cn3)CC2)cc1	6	-4	-14	-23	4	-20	3.6	7	9
CC1CCCC(NC(=O)CN2CCN(Cc3ccc(Cl)cc3)C2=O)C1C (configuration not stated)	2	-3	0	2	15	-3	2.0	0	-1
COCC(=O)Nc1ccc(N2CCOCC2)c(S(=O)(=O)Nc2ccc(OC)cc2)c1	0	-6	1	3	8	-6	0.2	2	12
COC(=O)c1ccc(C2NC(=O)NC(C)=C2C(=O)N(C)C)cc1 (configuration not stated)	1	-9	-1	-2	7	-2	0.1	-1	5
Nc1nc(-c2c[nH]c3ccccc23)cs1	1	-9	-1	2	8	-1	1.5	-1	-11
COc1ccc(-n2c(CCc3ccccc3)nnc2SCC(=O)c2ccc(Cl)cc2)cc1	-1	-2	-4	-1	-7	-2	-0.1	5	2
C[C@H](NC(N)=O)C(=O)Nc1ccc(OCc2ccccc2)cc1	1	0	-3	-2	8	0	0.5	-2	3
N#Cc1cccc(C=C(C(=O)c2ccccc2)c2ccccc2)c1	-1	-16	-6	-3	7	-13	0.9	-13	-5
Cc1nc2c(Br)c(C)nn2c2c1CCC2	3	-10	-1	9	12	-1	0.4	-6	5
C=CCn1c(N)c(C(=O)OCC)sc1=S	0	-10	-4	-4	15	0	0.8	8	6
COc1ccc(Oc2nc3c(c(=O)n(C)c(=O)n3C)n2C)cc1	0	0	4	-5	-11	1	-0.2	7	-7
COc1ccc(OC)c(Cc2nnc(CCC(=O)NC3C4CC5CC(C4)CC3C5)o2)c1 (configuration not stated)	2	-13	0	-4	12	-2	2.0	2	-12
CO[C@@H]1CN(C)C(=O)c2ccc(NC(=O)C3CCC3)cc2OC[C@H](C)N(CC2CCCCC2)C[C@H]1C	5	.	-2	2	.	-6	.	-9	10
O=C(CN1C(=O)NC2(CCCC2)C1=O)NCc1ccccc1	1	-11	0	5	1	-3	0.0	-11	11
CC1=C(O)C(=O)C(C2=C(O)C(=O)C(C)=C(O)C2=O)=C(O)C1=O	2	-2	-3	7	3	-3	0.2	-32	1
CC1CN(C(=O)C2CCCN2S(=O)(=O)c2ccc(Cl)cc2)CC(C)O1 (configuration not stated)	0	-10	2	3	13	2	0.5	5	-2
Nc1cccc(S(=O)(=O)c2cccc(N)c2)c1	0	2	-2	-3	-4	-1	-0.2	6	6
O=C(Nc1ccccc1C(=O)NCCc1ccc(O)cc1)c1ccco1	13	-4	-2	-14	-4	-19	4.4	9	20
CCOC(=O)N/N=C(\C)c1ccc(-n2cnnn2)cc1	1	3	-4	1	12	-11	0.1	2	1
Cc1cc(C(F)(F)F)n2[nH]c(=O)c(N=Nc3ccccc3)c2n1	0	3	1	5	1	13	-0.7	-11	-14
CCS(=O)(=O)NC(C)C(c1cccs1)N1CCN(C)CC1 (configuration not stated)	1	-6	-5	-5	2	5	0.1	1	3
CCOC(=O)[C@@H]1[C@H]2COc3ccc(Br)cc3[C@@H]2N2C(=O)N(c3ccccc3)C(=O)[C@]12C	-1	-17	-4	6	23	1	-0.3	6	7
COC(=O)C[C@H]1c2cc(C(F)(F)F)ccc2S(=O)(=O)N1C1CCCC1	1	-19	-6	4	18	8	0.2	3	3
CN(C)N=Nc1ccc(S(=O)(=O)/N=C(\O)c2ccccc2)cc1	0	-11	0	8	8	5	0.2	-16	-5
CC(C)c1ccc(NC(=O)N(CCc2nc3ccccc3[nH]2)C2CCCC2)cc1	1	4	-2	1	11	-1	1.5	-2	4
CN(C(=O)COC(=O)Cn1cnc2ccccc21)C1CCCCC1	23	-10	11	2	9	-8	4.8	-11	3
